UbGFP stabilizer = ubiquitin-GFP accumulation via proteasome inhibition | Potency, µM (top dose mostly 45.9 µM), for the others: at the top dose activation (GFP accumulation), usual class: activators | 67,000 tested, under 10 active | AID 526 | Ubiquitin-GFP reporter cells, proteasome inhibition, GFP fluorescence; response scale: untreated = 0%, 10 µM MG-132 = 100%; active = well fitted activation curve with a large enough effect, not every such curve was filed as active; inconclusive = small, poorly fitted or top-dose-only effect, or another doubt; inactive = no such curve, though single readings can be large or run the other way; note: potency is the fitted concentration of half-maximal effect
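Proteasome blockade was scored as a rise in GFP-expressing U2OS cells carrying a ubiquitin(G76V)-GFP construct, imaged after 4 hr compound treatment at 37 °C across a 46 uM–2.9 nM series.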
4MU fluor = compound fluoresces in the 4-MU spectral region | 11% of 59,000 active | compound autofluorescence, 340/450 nm, 4-MU equivalents; hits give high values | max dye-equivalent concentration, M | AID 589; in the data active = max dye-equivalent concentration above about 10 nM; inconclusive = mostly about 1.1 nM to 9.6 nM
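Compounds in 100 mM Tris, pH 8.0, sat 15 min at room temperature before fluorescence was read at 340 nm excitation/450 nm emission; a per-plate six-point 4-MU standard curve converted signals to dye-equivalent concentration at each compound concentration.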
Fluorescein autfl = compound autofluorescence in fluorescein spectral region; Compound autofluorescence, 480/540 nm, fluorescein-equivalent; hits give high values; max fluorescein-equivalent concentration, M; 0.91% of 59,000 active; AID 593; in the data active = max fluorescein-equivalent concentration above about 10 nM; inconclusive = between about 1.1 nM and that limit
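Fluorescein stocks ranging 3 mM down to 300 nM, plus DMSO blanks, were pinned alongside compounds to build a per-plate standard curve. Buffer: 100 mM Tris, pH 8.0. Incubation 15 min, room temperature; filters 480/540 nm.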
A350 autofl = compound fluoresces in the Alexa 350 spectral region; AID 590; max dye-equivalent concentration, M; 11% of 59,000 active; Compound autofluorescence, 340/450 nm, Alexa 350 dye-equivalents; hits give high values; in the data active = max dye-equivalent concentration above about 10 nM; inconclusive = mostly about 1.1 nM to 9.6 nM
FLuc inh = firefly luciferase inhibition; purified firefly luciferase, luminescence, 8 min; Potency, µM (highest dose often 57.1 µM), for inactives: at the highest dose activity change, negative = inhibition, actives largely listed as inhibitors; 2.2% of 72,000 active; note: potency is the fitted concentration of half-maximal effect; % is set by controls: 0 for no effect and ±100 for the full control effect; nearly all actives have a fitted effect of over 40% in size
Target sequence (P08659 whole entry, looked up): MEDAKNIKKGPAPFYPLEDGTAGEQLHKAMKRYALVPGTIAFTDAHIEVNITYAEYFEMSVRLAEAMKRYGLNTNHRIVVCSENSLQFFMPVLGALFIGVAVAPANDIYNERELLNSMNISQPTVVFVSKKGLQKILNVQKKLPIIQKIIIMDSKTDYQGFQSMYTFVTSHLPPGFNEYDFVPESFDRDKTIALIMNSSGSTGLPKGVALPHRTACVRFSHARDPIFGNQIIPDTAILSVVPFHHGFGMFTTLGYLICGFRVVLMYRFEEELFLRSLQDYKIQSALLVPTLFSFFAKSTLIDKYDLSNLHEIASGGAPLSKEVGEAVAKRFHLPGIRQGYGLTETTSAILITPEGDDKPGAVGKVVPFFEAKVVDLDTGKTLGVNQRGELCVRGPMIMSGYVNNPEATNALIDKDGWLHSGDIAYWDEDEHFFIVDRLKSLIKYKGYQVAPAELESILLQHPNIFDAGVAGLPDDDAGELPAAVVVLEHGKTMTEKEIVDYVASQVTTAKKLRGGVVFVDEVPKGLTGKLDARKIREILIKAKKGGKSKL
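Substrate buffer containing 10 uM ATP (pH 7.2 imidazole, Mg2+, KCl, detergent, BSA) is dispensed, compound pinned in, then luciferase/luciferin detector mix added. After 8 min at ambient temperature, light output is measured.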
HBB splicing = hemoglobin beta splicing modulation; 0.06% of 65,000 active; Potency, µM (doses to about 46.1 µM), for the others: at the top dose activation, usual class: activators; AID 925; HBB splicing reporter cell assay, activation; EGFP reporter with mutant IVS2-654 intron; response scale: normalised to 500 nM splice-correcting PNA; note: potency is the fitted concentration of half-maximal effect; 0% is about no effect
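HeLa cells stably expressing EGFP interrupted by mutant beta-globin intron 2 (IVS2-654), 500/well in 2% FCS. Treated with compound for 2 days at 37C. Splicing correction scored as total well GFP intensity (488 nm excitation, 500-520 nm emission); 500 nM antisense PNA served as control.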
Texas Red fluor = Texas Red region autofluorescence. Compound fluorescence, Texas Red channel, 547/618 nm; hits give high values. max dye-equivalent concentration, M. 0.06% of 59,000 active. AID 587; in the data active = max dye-equivalent concentration above about 10 nM; inconclusive = between about 1.1 nM and that limit
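Texas Red-region profiling: compounds in 100 mM Tris pH 8.0 were read at 547/618 nm after 15 min at room temperature. Intensities were normalized against a six-point Texas Red standard series to give dye-equivalent concentration.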
Epigenetic mod = epigenetic GFP locus derepression in mouse cells. mouse C127i GFP locus derepression, cytometry, 30 h. AID 597. 0.09% of 68,000 active. Potency, µM (doses to about 46.1 µM), inactives show at the highest dose GFP derepression (activation); note: % of control where 0% means no effect
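Murine C127i mammary cells carrying a silenced, stably integrated CMV-driven GFP reporter were treated with compound for 30 hours at 37 C. After PBS washes, GFP-positive cells were counted by laser-scanning microplate cytometry.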
Hsp90 Hop PPI = changes Hsp90-Hop TPR2A binding signal, up or down | AlphaScreen TPR2A-His6 binding biotin-Hsp90 C-terminal peptide | 0.44% of 71,000 active | Potency, µM (highest dose often 57 µM), for the others: at the top dose activity change, negative = inhibition; active = well fitted curve in either direction with a large enough effect; inconclusive = small, poorly fitted or top-dose-only effect, or another doubt; note: potency is the fitted concentration of half-maximal effect; % is set by controls: 0 for no effect and ±100 for the full control effect; many of its hits are not listed in these tables
CRE Fsk mod = CRE-bla signaling modulation under forskolin stimulation; CHO CRE-bla reporter (cAMP response element driving beta-lactamase), forskolin EC10, beta-lactamase ratio; Potency, µM (top dose mostly 38.2 µM), for inactives: top-dose activity change, negative = inhibition, most hits filed as activators; 2.5% of 71,000 active; active = well fitted activation curve with a large enough effect in the signal ratio, with a control signal flat, not every such curve was filed as active; inconclusive = small, poorly fitted or top-dose-only effect, or effect the other way, or a change in a side signal; the % refers to the signal ratio; note: potency is the fitted concentration of half-maximal effect; % of control where 0% means no effect
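CRE-bla CHO reporter cells treated with compound titration plus EC10 NKH 477 (water-soluble forskolin), incubated 3 h at 37 °C; CCF4 loading 2 h at room temperature, 460/530 nm emission ratio read, AC50 values derived for positive or negative modulators.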
ERK AVP block = blocks ERK signaling stimulated by vasopressin; Potency, µM (series often up to 57.5 µM), for the others: at the highest dose activity, negative = inhibition, actives largely listed as inhibitors; HEK293-V1b, vasopressin-stimulated pERK AlphaScreen; 0.99% of 72,000 active; note: potency is the fitted concentration of half-maximal effect; % is set by controls: 0 for no effect and ±100 for the full control effect; nearly all actives have a fitted effect of over 55% in size
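HEK293 cells stably expressing V1b receptor, seeded overnight in 1% FBS, were treated with compounds for 30 min at 37C, then stimulated 5 min with 25 nM vasopressin; phospho-ERK read by AlphaScreen SureFire after lysis.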
Starred values were filed as active, the others as inactive; i = inactive; ? = inconclusive; / = not tested or not shown; [ ] = another dose, or the depositor's remark. Unless noted, calls come from the whole dose curve; as a rule, active = well fitted curve in the direction sought with a large enough effect; inconclusive = small, poorly fitted or top-dose-only effect, or another doubt; inactive = no such curve, though single readings can be large; an effect the other way counts as inactive or inconclusive. Some of the compounds tested, so the mix of outcomes need not match the whole.

SMILES | UbGFP stabilizer | 4MU fluor | Fluorescein autfl | A350 autofl | FLuc inh | HBB splicing | Texas Red fluor | Epigenetic mod | Hsp90 Hop PPI | CRE Fsk mod | ERK AVP block
CC[C@H]1C(=O)OC[C@@H]1Cc1cncn1C | -1% | i | i | i | 1%[11.4 µM] | / | i | -9%[9.22 µM] | -10% | ? | /
CCOC(=O)Nc1ccc(NCc2ccc(F)cc2)nc1N | 3% | 1.1e-07M* | 1.6e-08M* | 1.1e-07M* | -3% | 13% | i | 1% | ? | -8% | ?
COc1cc(C(=O)NCCCCCC(=O)O)cc(OC)c1OC | -5% | i | i | i | -1% | / | i | 0% | ? | -1% | 23%

Some values from the entries so far:
Under Epigenetic mod, COc1cc(C(=O)NCCCCCC(=O)O)cc(OC)c1OC has the entry 0%
Under 4MU fluor, CCOC(=O)Nc1ccc(NCc2ccc(F)cc2)nc1N has the entry 1.1e-07M*

Compounds above containing a carbonyl joined to an NH by a bond outside any ring:
SMILES | UbGFP stabilizer | 4MU fluor | Fluorescein autfl | A350 autofl | FLuc inh | HBB splicing | Texas Red fluor | Epigenetic mod | Hsp90 Hop PPI | CRE Fsk mod | ERK AVP block
CCOC(=O)Nc1ccc(NCc2ccc(F)cc2)nc1N | 3% | 1.1e-07M* | 1.6e-08M* | 1.1e-07M* | -3% | 13% | i | 1% | ? | -8% | ?
COc1cc(C(=O)NCCCCCC(=O)O)cc(OC)c1OC | -5% | i | i | i | -1% | / | i | 0% | ? | -1% | 23%

Two compounds drawn at random from the list so far, as already listed:
SMILES | UbGFP stabilizer | 4MU fluor | Fluorescein autfl | A350 autofl | FLuc inh | HBB splicing | Texas Red fluor | Epigenetic mod | Hsp90 Hop PPI | CRE Fsk mod | ERK AVP block
CC[C@H]1C(=O)OC[C@@H]1Cc1cncn1C | -1% | i | i | i | 1%[11.4 µM] | / | i | -9%[9.22 µM] | -10% | ? | /
COc1cc(C(=O)NCCCCCC(=O)O)cc(OC)c1OC | -5% | i | i | i | -1% | / | i | 0% | ? | -1% | 23%

Full records as entered above. Values in the order: UbGFP stabilizer	4MU fluor	Fluorescein autfl	A350 autofl	FLuc inh	HBB splicing	Texas Red fluor	Epigenetic mod	Hsp90 Hop PPI	CRE Fsk mod	ERK AVP block
`CCOC(=O)Nc1ccc(NCc2ccc(F)cc2)nc1N` is listed with 3%	1.1e-07M*	1.6e-08M*	1.1e-07M*	-3%	13%	i	1%	?	-8%	?
`COc1cc(C(=O)NCCCCCC(=O)O)cc(OC)c1OC` is listed with -5%	i	i	i	-1%	/	i	0%	?	-1%	23%
